hiPSC survival: enhancers of human iPSC single-cell survival | hiPSC single-cell survival, ATPlite luminescence; 100% = ROCK inhibitor wells, 0% = DMSO | survival enhancement, % at 20 µM | 360,000 tested, 0.044% active | AID 602274; in the data active means survival enhancement above about 18%;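 further: cells exposed to compounds for 16 hours before the ATP read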
aDG glyco act: alpha-DG glycosylation activation; Pro5-aDG cells, alpha-DG glycosylation AlphaScreen (IIH6); 0% Pro5, 100% B10-LARGE cell signal; activation, % at 10 µM; 360,000 tested, 0.22% active;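 active means activation of at least 8% versus controls, or a plate z-score of at least 8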;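 further: Pro5 are CHO cells carrying HIG-tagged alpha-DG that lacks glycosylation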
HTR2A ag: activates the mouse 5-HT2A serotonin receptor; P35363; CHO-K1 mHTR2A beta-arrestin complementation, luminescence; percent of 30 µM serotonin response; activation, % at 7.6 µM; 360,000 tested, 0.66% active;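 active means activation above a run cutoff, the mean activation of all tested compounds plus 3 SD, cut at about 14% in these data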;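 further: 0% = plate median of compound wells and 100% = 30 µM serotonin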
Target sequence (P35363 whole entry, looked up): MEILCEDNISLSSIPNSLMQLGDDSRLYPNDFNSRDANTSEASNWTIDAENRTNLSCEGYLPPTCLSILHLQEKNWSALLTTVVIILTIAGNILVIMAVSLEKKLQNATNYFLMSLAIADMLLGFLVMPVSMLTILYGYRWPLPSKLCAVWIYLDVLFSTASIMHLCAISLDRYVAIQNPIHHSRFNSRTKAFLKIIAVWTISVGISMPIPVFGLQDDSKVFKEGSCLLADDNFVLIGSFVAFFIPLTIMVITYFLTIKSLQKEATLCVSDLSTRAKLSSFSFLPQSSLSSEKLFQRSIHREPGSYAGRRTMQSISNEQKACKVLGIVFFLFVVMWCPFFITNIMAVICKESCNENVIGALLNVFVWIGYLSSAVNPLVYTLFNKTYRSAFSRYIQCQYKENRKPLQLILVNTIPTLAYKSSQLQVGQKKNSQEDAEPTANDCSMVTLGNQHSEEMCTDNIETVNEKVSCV
H9c2 protect: myocardial damage modulation in H9c2 cells. H9c2 cardiomyocytes, H2O2 injury protection, ATPLite, 2 h. protection from H2O2 cell death, % at 20 µM. 360,000 tested, 0.63% active;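 active means compounds giving at least 50% protection of heart cells from peroxide-induced death in the single-dose screen, raw or plate-pattern-corrected value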;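 further: 0% = DMSO wells with peroxide and 100% = DMSO wells without peroxide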
MC4R antagonist: antagonists of human melanocortin 4 receptor (MC4R); P32245; MC4R-expressing cells, MTII-stimulated cAMP, LANCE TR-FRET; inhibition, % at 6.5 µM; 360,000 tested, 0.48% active; AID 540295;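 active means inhibition above its plate's cutoff, the mean of tested wells on that plate plus 3 SD, cut at about 29% in these data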;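 further: 0% = Melanotan II alone and 100% = Melanotan II plus saturating MCL0020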
Target sequence (P32245 whole entry, looked up): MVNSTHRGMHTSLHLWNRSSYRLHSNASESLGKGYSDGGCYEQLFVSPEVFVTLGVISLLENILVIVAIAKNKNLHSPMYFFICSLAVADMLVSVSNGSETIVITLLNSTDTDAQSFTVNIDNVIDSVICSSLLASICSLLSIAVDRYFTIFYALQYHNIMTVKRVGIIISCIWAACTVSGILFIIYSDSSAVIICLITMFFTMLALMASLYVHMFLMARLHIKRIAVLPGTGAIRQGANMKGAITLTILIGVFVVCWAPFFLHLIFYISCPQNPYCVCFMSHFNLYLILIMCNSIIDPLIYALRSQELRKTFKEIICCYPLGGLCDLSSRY
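System: U2OS cells stably expressing human melanocortin 4 receptor (MC4R). Reagent: Melanotan II challenge after compound preincubation. Doses: 6.5 µM. Times: 30-min compound, 1-h challenge, 1-h detection, room temperature. Measured by: TR-FRET with Eu-cAMP and labeled anti-cAMP, 671 nm. Replicates: singlicate.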
ABHD5 PLIN5 PPI: blocks binding of human ABHD5 to perilipin-5; Q00G26+Q8WTS1; Split G. princeps luciferase complementation, luminescence, 4 h; inhibition, % at 4 µM; 360,000 tested, 0.78% active; AID 602281;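 active means inhibition above the mean inhibition across every tested compound plus 3 SD, cut at about 22% in these data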;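 further: 0% = DMSO only wells and the 100% control is not disclosed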
Granule exo inh: blocks lytic granule exocytosis | TALL-104 LAMP-1 surface exposure, flow cytometry; cells stimulated with thapsigargin and PMA | inhibition, % at 10 µM | 360,000 tested, 0.66% active | AID 651702;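 active means inhibition above about 55%, limit read from the data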
Glyco luc inh: N-linked glycosylation inhibition | D54 ERlucT glycosylation luciferase reporter, 24 h; percent of 100 nM tunicamycin response | reporter increase, % at 12.5 µM | 360,000 tested, 0.23% active;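 active means mean luciferase reporter signal, scaled so untreated is 0 and the glycosylation-blocking control 100, at or above a set limit in every replicate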;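 further: luciferase carries N-glycosylation sites so blocking glycosylation raises the light; 0% = median of neutral control wells and 100% = median of 100 nM tunicamycin wells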
MC4R barr agon: agonists of human melanocortin 4 receptor (MC4R) beta-arrestin; P32245; U2OS MC4R beta-arrestin complementation, luminescence; percent of melanotan II response, DMSO zero; activation, % at 8.9 µM; 360,000 tested, 0.98% active; AID 540308;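 active means activation above a per-plate cutoff, the mean activation of sample wells on that plate plus 3 SD, cut at about 8% in these data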
ABCB6 inh MLPCN: blocks the human ABCB6 transporter; K562-ABCB6 porphyrin accumulation, flow cytometry, 1 h; stronger effect = lower value; 360,000 tested, 0.19% active; Q9NP58; fluorescence ratio to DMSO, % at 10 µM;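 active means fluorescence ratio to DMSO below 75%, the collection mean minus 3 SD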;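 further: signal is porphyrin accumulated inside mitochondria; 100% equals median channel fluorescence of DMSO control wells; lower ratio means ABCB6 inhibition with less porphyrin fluorescence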
Starred values were filed as active, the others as inactive; . = no result given.

cpd	canonical_smiles	hiPSC survival	aDG glyco act	HTR2A ag	H9c2 protect	MC4R antagonist	ABHD5 PLIN5 PPI	Granule exo inh	Glyco luc inh	MC4R barr agon	ABCB6 inh MLPCN
1	CCc1ccc(/C=C2\SC(=S)N(CCCC(=O)Nc3ccc(C(=O)O)cc3)C2=O)cc1	0.7	-0.1	5	-6	8	-4	3	-2	-1.2	91
2	CCOC(=O)[C@@H]1[C@H]2COc3ccc(Br)cc3[C@@H]2N2C(=O)N(c3ccc(Cl)cc3)C(=O)[C@]12C	2.1	-0.1	3	-2	-1	-7	-6	-3	-1.1	93
3	COc1ccc(CNC(=O)CCN2C(=O)[C@@H]3Cc4ccccc4CN3C2=O)cc1	-0.5	0.1	-5	2	2	1	-2	1	-3.5	100
4	COC(=O)CNC(=O)C(C)(C)Oc1ccc(Cl)cc1	-2.3	0.4	-1	4	6	2	-2	-1	-1.1	92
5	CC(C)C[C@H](NC(=O)c1nc[nH]c1C(=O)N(C)Cc1ccccc1)C(=O)OCc1ccccc1	0.0	-0.1	-6	4	12	-7	-3	1	1.9	96
6	CCC(C)NC(=O)c1cn(CC)c2ccc(S(=O)(=O)N(C)C)cc2c1=O (stereo not drawn)	-0.8	-0.3	-5	-4	6	-3	-2	2	-1.8	102
7	CC(C)(C)C(=O)CN1C(=O)NC2(CCOc3ccccc32)C1=O (stereo not drawn)	-0.3	-0.1	0	3	6	6	40	0	1.6	89
8	O=C(Nc1ccc(NC(=O)c2cccs2)cc1)c1ccc2c(c1)OCO2	-0.5	-0.1	-3	-1	-10	-6	4	-8	-1.4	103
9	Cc1nn(CC(=O)O)c(C)c1N	0.0	0.0	1	6	6	-5	-2	1	-0.1	98
10	CC(OC(=O)C1=NN(c2ccccc2)C(=O)CC1)C(=O)NC1CCCCC1C (stereo not drawn)	3.2	0.1	-2	-1	4	2	-2	1	-0.5	102
11	COc1ccc(N2CCN(C(=O)c3c(C)nn(-c4ccccc4)c3C)CC2)cc1	-1.0	-0.1	-1	-4	4	2	-2	1	-0.9	98
12	CC(=O)c1cccc(N/C=C\c2nnnn2-c2ccc(F)cc2)c1	-2.1	-0.2	-5	2	2	2	-3	-2	16*	106
13	O=C1NC[C@H](Cc2ccc(O)cc2)N(C[C@@H]2CCCN2C[C@H](Cc2ccccc2)N2C[C@H](Cc3ccc(O)cc3)N(CC3CCCCC3)C(=O)C2=O)C1=O	-0.5	-0.4	7	.	.	-9	-2	.	.	95
14	COc1ccccc1C(=O)N1CCCC(C)(C(=O)NS(=O)(=O)C2CC2)C1 (stereo not drawn)	-1.2	-0.3	-3	2	16	-6	-3	1	1.2	99
15	CCOc1ncccc1C(=O)Oc1ccc2c(c1)OCO2	3.0	0.1	1	-6	-4	5	1	-1	-2.1	108
16	COC(=O)c1sccc1NC(=O)CSc1ccccc1NS(=O)(=O)c1cc(Cl)ccc1Cl	-2.4	0.5	5	-27	7	0	2	-2	-3.7	97
17	Cc1ccc(S(=O)(=O)N2CCN(Cc3ccccc3C(F)(F)F)CC2)cc1	0.0	0.2	0	-2	6	3	0	3	-2.5	102
18	COCCNC(=O)Nc1ccc2nc(-c3ccco3)c(-c3ccco3)nc2c1	1.0	0.2	-5	0	-6	23*	-14	0	-3.7	102
19	COC(=O)C(c1ccccc1)C1(O)CC(C)N(C)CC1C (stereo not drawn)	-0.4	0.0	5	6	-4	-1	2	0	0.6	98
20	O=C(Cc1ccc(S(=O)(=O)N2CCOCC2)s1)Nc1ccccc1N1CCOCC1	-0.2	0.0	-3	-11	7	-1	1	3	-0.4	90
21	O=C1NC(Cc2c[nH]c3ccccc23)C(=O)N1c1ccc(F)cc1 (stereo not drawn)	-0.3	0.3	1	-4	11	3	-3	0	0.2	119
22	CC(Oc1cccc2c1OC(C)(C)C2)C(=O)O (stereo not drawn)	5.4	-0.2	5	-8	7	7	13	-1	-1.5	193
23	O=C(COc1ncnc2sccc12)Nc1ccc2c(c1)OCCO2	-1.3	0.1	2	5	1	-1	-1	1	-1.9	91
24	CCc1noc(C)c1C(=O)Nc1ccc(S(=O)(=O)N2CCC(C)CC2)cc1	1.5	0.0	9	-9	11	7	14	-3	-2.7	97
25	O=C(CNC(=O)c1ccc(Cl)cc1Cl)Nc1ccc(F)cc1	0.1	0.1	2	-2	17	-1	-1	2	2.9	100
26	C=CCn1c(C)cc(-c2csc(N)n2)c1C	-1.0	0.2	-3	-3	4	-9	0	3	0.0	105
27	CCOc1ccc(S(=O)(=O)N(C)CC(=O)NCc2ccco2)cc1	-0.7	-0.1	-3	-4	24	-1	-3	0	0.8	96
28	Cc1ccc(C(=O)NCc2occc2C(=O)O)o1	4.3	0.1	-2	3	6	1	-2	0	-1.3	100
29	O=C(NCc1ccco1)c1ccc2c(=O)n(CCC3=CCCCC3)c(=O)[nH]c2c1	-1.9	0.1	0	-16	7	6	-1	1	0.5	102
30	Cc1cc(C)nc(N/N=C/c2c[nH]c3ccccc23)n1	3.6	0.2	-3	3	-10	0	-1	2	-3.0	90
31	Nc1nonc1-c1noc(-c2ccccc2Br)n1	-0.6	0.1	0	0	3	-3	0	-1	-1.2	98
32	COc1ccc(CNc2nc(-c3cccnc3)nn2C(=O)CC(C)C)cc1	0.5	-0.2	0	-8	20	2	0	1	3.3	99
33	COc1ccc(CNC(=O)CNC(=O)c2c(C)nn(C)c2Cl)cc1	2.3	-0.1	4	10	12	7	-1	5	-1.0	100
34	CCOC(=O)C1(C(=O)OCC)NC(=O)CC1CC(C)C (stereo not drawn)	-2.1	0.0	5	-2	5	5	-14	3	-0.9	98
35	Cc1cc(C(=O)C(=O)O)c(C)n1-c1ccc(Cl)c(Cl)c1	2.3	-0.4	-1	1	-7	-3	-2	2	-0.1	101
36	COc1ccc(/C=N/NC(=O)c2nnn(-c3nonc3N)c2-c2cccs2)c(OC)c1	-0.3	-0.2	4	8	10	3	0	4	-7.7	104
37	COc1ccccc1-c1cnc(C(O)c2ccc(C(C)(C)C)cc2)[nH]1 (stereo not drawn)	-2.1	0.3	1	-2	6	-13	3	0	1.7	88
38	O=C(NNCc1ccccc1)c1ccccc1	-0.4	0.2	-4	-6	-1	1	-5	-13	-0.5	99
39	COc1c(C)cc(C(=O)C2CCCN(C(=O)Cn3nc(C)nc3C)C2)cc1C (stereo not drawn)	-0.4	0.3	7	4	-3	-3	-5	0	-0.5	101
40	COc1ccccc1NC(=S)N(CCc1ccc(OC)c(OC)c1)Cc1ccccn1	-0.4	0.2	1	-3	0	-1	-2	1	-1.0	92
41	Cc1ccc(-c2cc(C(=O)NCC3CCCO3)c3ccccc3n2)cc1C (stereo not drawn)	-1.0	0.0	3	0	9	2	0	1	-1.6	99
42	CCc1ccc(C(=O)NNC(=O)c2c(CC)noc2C)cc1	0.0	-0.1	-1	1	-2	-5	7	0	2.3	97
43	COc1ccccc1C(=O)N/C(=C/c1ccco1)C(=O)Nc1cccc(C(=O)O)c1	0.8	0.0	3	0	0	16	9	1	0.5	100
44	COc1ccc(Cl)cc1N(C(=O)Nc1cccc(Cl)c1)C1=NCC(C)S1 (stereo not drawn)	-1.3	0.6	5	-8	12	2	-4	-1	-1.3	106
45	COc1cccc(C(=O)N2CCN(S(=O)(=O)Cc3ccccc3)CC2)c1OC	0.3	0.3	-3	-1	10	1	-3	1	-3.0	99
46	COc1ccc(C(C[N+](=O)[O-])c2c(C)cc3ccccn23)cc1 (stereo not drawn)	-1.5	0.4	-2	18	-1	15	2	14	-1.7	116
47	COc1cccc(Cn2cccc(NC(=O)Nc3ccccc3C)c2=O)c1	0.2	1.4	-8	-9	15	0	22	-3	-3.2	92
48	CCC(=O)/C=C1/Sc2ccc(OC)cc2N1CCO	-0.2	-0.3	-2	3	-4	8	1	1	-0.9	96
49	N#Cc1ccccc1NC(=O)CSC1=Nc2ccccc2C2CC=NN12 (stereo not drawn)	-1.2	0.0	-2	15	13	-7	-3	-2	-2.0	111
50	CCC(NC(=O)Nc1cc(OC)c(OC)c(OC)c1)(C(F)(F)F)C(F)(F)F	-0.9	0.1	-1	3	4	1	-2	-1	-1.2	93
51	COC(=O)Nc1ccc(S(=O)(=O)N2CCCC(C(=O)N3CCN(C)CC3)C2)cc1 (stereo not drawn)	-0.6	-0.1	2	-4	7	0	-3	-1	-0.1	100
52	CCCCc1nnc(NC(=O)c2ccc(S(=O)(=O)N3CCOCC3)cc2)s1	1.5	-0.4	-2	2	-1	1	-4	2	1.6	101
53	Cc1ccc(C(=O)Nc2nnc(-c3ccncc3)s2)o1	0.8	-0.1	-1	5	10	0	-1	2	-0.7	97
54	COc1cc(CNc2ncnc3c2ncn3[C@H]2CN(Cc3cccc(C(F)(F)F)c3)C[C@@H](CO)O2)cc(OC)c1OC	3.8	0.0	-4	-14	22	3	-5	3	-0.2	96
55	COC(=O)c1ccc(S(=O)(=O)N2CCCCCC2)n1C	7.2	-0.1	0	6	-5	-6	0	-2	-2.9	97
56	CN1CCC(N(C)C(=O)c2sc3cc(F)ccc3c2Cl)CC1	-0.5	-0.3	-7	2	5	-2	0	0	-3.5	98

Compounds as they come (roughly 4.5% active in at least one column).
